GLP-1R agonist: GLP-1 receptor (human) agonism; HEK293 GLP-1R CRE-luciferase, luminescence, 4-6 h; cells express a hypersensitive GLP-1R form; Potency, µM (titrated, usually from 45.6 µM), for inactives: at the top dose activation, usual class: activators; 380,000 compounds, 0.007% hits; also: potency is read from the fitted curve at half-maximal effect; % of control where 0% means no effect
PLK1 PBD block: PLK1 (human) polo-box domain binding inhibition. P53350. Plk1 PBD binding of FITC phosphopeptide, fluorescence polarization. Potency, µM, inactives show max response, negative = inhibition, most hits filed as inhibitors. 360,000 compounds, 2.8% hits; also: potency is read from the fitted curve at half-maximal effect; series mostly up to about 57 µM; % is scaled to controls: 0 for no effect and ±100 for the full control effect; nearly all actives have a fitted effect of over 65% in size
Target sequence (P53350 whole entry, looked up, the tested form may be a part): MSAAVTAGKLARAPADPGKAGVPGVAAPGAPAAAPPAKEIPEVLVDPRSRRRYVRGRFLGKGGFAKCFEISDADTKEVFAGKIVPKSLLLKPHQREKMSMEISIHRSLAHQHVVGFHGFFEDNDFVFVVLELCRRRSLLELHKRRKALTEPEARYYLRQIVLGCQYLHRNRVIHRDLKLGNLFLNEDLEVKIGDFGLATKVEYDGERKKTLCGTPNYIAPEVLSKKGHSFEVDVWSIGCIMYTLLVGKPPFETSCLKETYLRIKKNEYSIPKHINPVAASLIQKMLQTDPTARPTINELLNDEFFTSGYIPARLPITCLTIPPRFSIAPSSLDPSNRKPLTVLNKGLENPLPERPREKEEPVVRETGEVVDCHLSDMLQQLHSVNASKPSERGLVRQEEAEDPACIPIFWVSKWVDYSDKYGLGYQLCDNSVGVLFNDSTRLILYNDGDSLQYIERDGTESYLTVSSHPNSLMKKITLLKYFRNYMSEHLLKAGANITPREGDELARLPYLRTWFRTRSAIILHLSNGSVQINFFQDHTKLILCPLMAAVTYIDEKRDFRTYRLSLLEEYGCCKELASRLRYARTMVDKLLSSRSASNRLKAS
GLP1R inv ag: acts as inverse agonist at human GLP-1 receptor; HEK293 GLP-1R CRE-luciferase, luminescence, 24 h; GLP-1R form is constitutively active; Potency, µM (top dose mostly 38.3 µM), for the others: top-dose activity change, negative = inhibition, actives largely listed as inhibitors; 410,000 compounds, 1.6% hits; also: potency is read from the fitted curve at half-maximal effect; % is scaled to controls: 0 for no effect and ±100 for the full control effect; nearly all actives have a fitted effect of over 55% in size
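Inverse agonists were sought by their lowering of basal cAMP reporter luciferase output in HEK293 cells stably carrying constitutively active human GLP-1R, after 24 h compound treatment.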
PI5P4Ka inh: blocks human PI5P4K alpha kinase activity; P48426; PI5P4Kalpha enzyme, ADP-Glo luminescence, 60 min; active compounds read low; max response, %; 330,000 compounds, 1.2% hits; AID 652105; active = max response of -50% or lower; inconclusive = between -30% and -50%; inactive = -30% or higher; also: value at the top dose of about 77 µM; % is scaled to controls: 0 for no effect and ±100 for the full control effect
Target sequence (P48426 whole entry, looked up): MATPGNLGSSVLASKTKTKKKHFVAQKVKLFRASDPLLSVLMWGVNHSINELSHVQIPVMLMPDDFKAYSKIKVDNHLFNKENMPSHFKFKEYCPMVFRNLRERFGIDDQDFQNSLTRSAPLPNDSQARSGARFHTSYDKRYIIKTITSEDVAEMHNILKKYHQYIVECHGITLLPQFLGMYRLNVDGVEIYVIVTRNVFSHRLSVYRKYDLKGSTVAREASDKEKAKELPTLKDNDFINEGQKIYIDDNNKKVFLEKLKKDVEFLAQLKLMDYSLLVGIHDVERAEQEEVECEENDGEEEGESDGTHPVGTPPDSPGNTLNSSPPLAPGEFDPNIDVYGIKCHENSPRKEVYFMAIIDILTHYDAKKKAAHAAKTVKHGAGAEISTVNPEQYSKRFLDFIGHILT
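Enzyme plus substrate dispensed, test compounds pinned in, then ATP (5 microM final) added. After 60 min at RT, ADP-Glo reagent 1 for 45 min and reagent 2 for 30 min preceded luminescence imaging.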
D3 antag: blocks the human D3 dopamine receptor; P35462; D3R cells, DiscoveRx beta-arrestin luminescence, antagonist mode; active compounds read low; max response, negative = inhibition, %; 360,000 compounds, 2.5% hits; in the data active = max response below about -50%; inconclusive = no clear call, values can overlap the other calls; also: % is scaled to controls: 0 for no effect and ±100 for the full control effect; mostly tested at two doses, the higher about 12 µM
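Cells plated overnight at 1500 cells/well, then exposed to library compounds with dopamine controls for 90 minutes at 37 degrees C. DiscoveRx reagent added for 30–60 minutes at room temperature; luminescence read, quantitative HTS format.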
WRN inhibitor: inhibitors of human WRN helicase | Q14191 | WRN helicase unwinding, fluorescent forked duplex, kinetic | Potency, µM (highest dose often 114 µM), without a hit: top-dose activity change, negative = inhibition, most hits filed as inhibitors | 360,000 compounds, 0.46% hits; also: potency is read from the fitted curve at half-maximal effect; % is scaled to controls: 0 for no effect and ±100 for the full control effect; nearly all actives have a fitted effect of over 55% in size
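Screening of the MLSMR collection measured strand separation of a quenched forked DNA duplex (100 nM) by 20 nM WRN with 2 mM ATP, all final. Compounds were preincubated with enzyme 15 min at room temperature.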
DRD3 agonist: D3 dopamine receptor (human) agonism | P35462 | D3R DiscoveRx beta-arrestin cells, luminescence, 90 min | max activation, % | 410,000 compounds, 0.58% hits | AID 652048; in the data active = max activation above about 30%; also: 0% is about no effect; mostly tested at two doses, the higher about 12 µM
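Agonist-mode cell screen: cells plated at 1500/well and incubated overnight at 37 °C, then exposed to library compounds for 90 min at 37 °C. Detection reagent was added for 30–60 min at room temperature, and luminescence was read.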
HEK293 tox: cytotoxicity in counter-screen for GLP-1R inverse agonists; HEK293 cAMP-luciferase reporter cells, luminescence, 24 h; Potency, µM (doses to about 38.3 µM), for inactives: at the top dose activity change, negative = inhibition, most hits filed as inhibitors; 410,000 compounds, 0.13% hits;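 also: loss of luciferase light is scored as toxicity; potency is read from the fitted curve at half-maximal effect; % is scaled to controls: 0 for no effect and ±100 for the full control effect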
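To flag toxic compounds, the library was rerun on cells for 24 hr at 37 deg C and 5% CO2. Viability-linked luminescence was captured 12 min after adding luciferase detection reagent.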
IL2 activator: IL-2 activation | IL-2 activation reporter assay, cell-based qHTS; stimulated with anti-CD3/CD4/CD28 beads; in transgenic mouse T cells | activation, % (series mostly up to about 46 µM) | 360,000 compounds, 0.065% hits | AID 652025; in the data active = activation above about 50%; inconclusive = mostly about 30% to 49%; also: 0% is about no effect
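Screening format: compound pinned onto unstimulated transgenic mouse T cells, 60 min incubation, then anti-CD3/anti-CD4/anti-CD28 bead stimulation for 18 hours at 37 degrees C, followed by EGFP and DsRed detection.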
* marks the source's active call; other numbers are inactive results; [ ] = remark or other dose. Unless noted, calls follow the shape of the dose curve; as a rule, active = well fitted curve in the direction sought with a large enough effect; inconclusive = small, poorly fitted or top-dose-only effect, or another doubt; inactive = no such curve, though single readings can be large; an effect the other way counts as inactive or inconclusive.

COCC(=O)Nc1cc(C)cn(Cc2ccc(F)cc2)c1=O was read as GLP-1R agonist 6%, PLK1 PBD block -2%, GLP1R inv ag 18%, PI5P4Ka inh 2, D3 antag 1, WRN inhibitor 12%, DRD3 agonist -2, HEK293 tox -2% and IL2 activator 0.6.
`O=[N+]([O-])c1ccc(C(=S)N2CCC(Cc3ccccc3)CC2)cc1` gave GLP-1R agonist -12%, PLK1 PBD block -29%, GLP1R inv ag inconclusive, PI5P4Ka inh -4, D3 antag -2, WRN inhibitor 5%[57.1 µM], DRD3 agonist -2, HEK293 tox 1% and IL2 activator 0.3.
For Cc1ccc(C(C)(C)C)cc1S(=O)(=O)Nc1ncnc2sccc12 the results were GLP-1R agonist -7%, PLK1 PBD block 0%, GLP1R inv ag inconclusive, PI5P4Ka inh -7, D3 antag -16, WRN inhibitor -2%, DRD3 agonist -17, HEK293 tox -20% and IL2 activator -0.3.
Screening COc1cccc(N2CCN(C3CC(=O)N(c4cccc(Cl)c4)C3=O)CC2)c1 (stereo unspecified) returned GLP-1R agonist 15%, PLK1 PBD block -3%, GLP1R inv ag -6%, D3 antag -5, WRN inhibitor -15%, DRD3 agonist -2, HEK293 tox 1% and IL2 activator 0.5.
Screening Cc1ccc(S(=O)(=O)N2CCN(c3nc(C)c4c(c3C#N)CC(C)(C)OC4)CC2)cc1 returned GLP-1R agonist 0%, PLK1 PBD block -3%, GLP1R inv ag inconclusive, PI5P4Ka inh -4, D3 antag -5, WRN inhibitor 1%, DRD3 agonist 7, HEK293 tox 1% and IL2 activator -0.8.
`Cc1ccc(NC(=O)c2sc3ccccc3c2Cl)nc1` gave GLP-1R agonist -2%, PLK1 PBD block -7%, GLP1R inv ag 21%, D3 antag -9, WRN inhibitor -7%, DRD3 agonist 0, HEK293 tox 3% and IL2 activator -0.9.
Screening CC(C)CC(OC(=O)c1cccs1)C(=O)NCc1cccs1 (stereo unspecified) returned GLP-1R agonist -3%, PLK1 PBD block -3%, GLP1R inv ag -24%, PI5P4Ka inh -1, D3 antag 0, WRN inhibitor 1%, DRD3 agonist 0, HEK293 tox 0% and IL2 activator 2.6.
CCS(=O)(=O)NCC(c1cccnc1)N1CCN(c2ccc(F)cc2)CC1 (stereo unspecified) was read as GLP-1R agonist 2%, PLK1 PBD block 0%, GLP1R inv ag 3%, PI5P4Ka inh -1, D3 antag 4, WRN inhibitor -1%, DRD3 agonist 5, HEK293 tox 0% and IL2 activator 0.2.
For CC(C)NC(=O)c1ccccc1NS(=O)(=O)c1ccc(Br)s1 the results were GLP-1R agonist -2%, PLK1 PBD block 0%, GLP1R inv ag inconclusive, PI5P4Ka inh -1, D3 antag 12, WRN inhibitor -28%, DRD3 agonist 7, HEK293 tox 6% and IL2 activator -3.6.
Screening Cc1ccc(C)c(NC(=O)C2CCN(C(=O)c3cccs3)CC2)c1 returned GLP-1R agonist 15%, PLK1 PBD block 0%, GLP1R inv ag 5%, PI5P4Ka inh 1, D3 antag -26, WRN inhibitor -6%, DRD3 agonist -12, HEK293 tox 13% and IL2 activator 0.1.
For Cc1ccc(NC(=O)COC(=O)c2ccc(-n3nc(C)cc3C)cc2)c(F)c1 the results were GLP-1R agonist 11%, PLK1 PBD block -8%, GLP1R inv ag 11%, PI5P4Ka inh 2, D3 antag 10, WRN inhibitor 9%, DRD3 agonist -1, HEK293 tox -3% and IL2 activator -1.4.
Cc1ccc(C)c(OCCC(=O)OCC(=O)NC2CC2)c1 was read as GLP-1R agonist 9%, PLK1 PBD block -13%, GLP1R inv ag 11%, PI5P4Ka inh 3, D3 antag -14, WRN inhibitor -12%, DRD3 agonist -1, HEK293 tox 0% and IL2 activator -3.3.
For CC(C)N(Cc1ccccc1)C(=S)Nc1ccc(F)cc1 the results were GLP-1R agonist 1%, PLK1 PBD block 0%, GLP1R inv ag -21%, PI5P4Ka inh 2, D3 antag 6, WRN inhibitor -4%, DRD3 agonist -3, HEK293 tox 7% and IL2 activator 0.5.
Cc1cccc(OCCCC(=O)Nc2ccc(N(C)C)cc2)c1 was read as GLP-1R agonist 0%, PLK1 PBD block 0%, GLP1R inv ag inconclusive, PI5P4Ka inh -6, D3 antag 5, WRN inhibitor -4%, DRD3 agonist -1, HEK293 tox -18% and IL2 activator -0.6.
O=C(CCNc1n[nH]c(=O)[nH]c1=O)N/N=C/c1ccc(C(F)(F)F)cc1 was read as GLP-1R agonist 8%, PLK1 PBD block -3%, GLP1R inv ag 4%, PI5P4Ka inh 6, D3 antag 3, WRN inhibitor -5%, DRD3 agonist 17, HEK293 tox -9% and IL2 activator 0.5.
Screening CCOC(=O)c1ccccc1NC(=O)C(C)Oc1ccccc1 (stereo unspecified) returned GLP-1R agonist 16%, PLK1 PBD block -6%, GLP1R inv ag inconclusive, PI5P4Ka inh 8, D3 antag 12, WRN inhibitor 1%, DRD3 agonist 0, HEK293 tox 3% and IL2 activator -1.7.
For CN(c1ccccc1)S(=O)(=O)c1ccc(NC(=O)CC(=O)c2ccccc2)cc1 the results were GLP-1R agonist -1%, PLK1 PBD block -1%, GLP1R inv ag inconclusive, PI5P4Ka inh -6, D3 antag -15, WRN inhibitor 0%, DRD3 agonist 1, HEK293 tox 0% and IL2 activator 1.1.
C#CCOCCOCCOCCNc1nc(N2CCN(C(=O)CCCCCCCCCCNC(=O)Cn3cc(CCCCCN)nn3)CC2)nc(N2CCN(C(=O)CCCCCCCCCCNC(=O)[C@@H](CCC(=O)O)n3cc(CCCCCN)nn3)CC2)n1 was read as GLP-1R agonist 7%, PLK1 PBD block -2%, GLP1R inv ag 20%, PI5P4Ka inh -6, D3 antag 11, WRN inhibitor 0%, DRD3 agonist -3, HEK293 tox -5% and IL2 activator -0.5.
Screening ON/C=N/C(=S)Nc1ncc(C(F)(F)F)cc1Cl returned GLP-1R agonist 4%, PLK1 PBD block -5%, GLP1R inv ag inconclusive, PI5P4Ka inh -2, D3 antag 12, WRN inhibitor 8%, DRD3 agonist -3, HEK293 tox inconclusive and IL2 activator -1.3.
Nc1[nH]c(C(=O)c2ccccc2)c(-c2ccccc2Br)c1C(=O)NCc1ccc(-c2ccccc2)cc1 was read as GLP-1R agonist -2%, PLK1 PBD block -12%, GLP1R inv ag 3%, PI5P4Ka inh -2, D3 antag -7, WRN inhibitor -5%, DRD3 agonist -8, HEK293 tox 1% and IL2 activator 0.0.
`NNC(=O)c1n[nH]c2c1CC(C1CCCCC1)CC2` (stereo unspecified) gave GLP-1R agonist 4%, PLK1 PBD block -13%, GLP1R inv ag 8%, PI5P4Ka inh 0, D3 antag 9, WRN inhibitor 2%, DRD3 agonist 0, HEK293 tox 6% and IL2 activator 0.7.
Screening CC(C)(C)C(=O)Nc1sc2c(c1C#N)CCCCC2 returned GLP-1R agonist 0%, PLK1 PBD block -26%, GLP1R inv ag -38%, PI5P4Ka inh 1, D3 antag -19, WRN inhibitor 5%, DRD3 agonist -8, HEK293 tox -3% and IL2 activator -0.9.
O=C(Nc1ccc(S(=O)(=O)Nc2nccs2)cc1)c1ccncc1 was read as GLP-1R agonist -5%, PLK1 PBD block -3%, GLP1R inv ag 18%, PI5P4Ka inh 1, D3 antag inconclusive, WRN inhibitor 10%[57.1 µM], DRD3 agonist -11, HEK293 tox 8% and IL2 activator 0.8.
O=C(N/N=C/c1ccc(Cl)cc1Cl)c1ccc2nc[nH]c2c1 was read as GLP-1R agonist -2%, PLK1 PBD block -14%, GLP1R inv ag 1%, PI5P4Ka inh -11, D3 antag -19, WRN inhibitor -7%, DRD3 agonist 2, HEK293 tox -7% and IL2 activator 0.2.
`COc1cc(OC)cc(-c2n[nH]c(=S)n2-c2ccc3c(c2)OCCO3)c1` gave GLP-1R agonist 15%, PLK1 PBD block -22%, GLP1R inv ag 64%[activator], PI5P4Ka inh 0, D3 antag -29, WRN inhibitor -7%, DRD3 agonist -5, HEK293 tox 8% and IL2 activator 0.8.
CCCCC1C(=O)NN(c2ccccc2)C1=O (stereo unspecified) was read as GLP-1R agonist 5%, PLK1 PBD block -10%, GLP1R inv ag 1.8µM*, PI5P4Ka inh 1, D3 antag 0, WRN inhibitor 12%, DRD3 agonist -5, HEK293 tox -15% and IL2 activator 0.4.
`FC(F)Oc1ccc(-n2cc(-c3ccc(Cl)cc3)[n+]3c2CCCCC3)cc1` gave GLP-1R agonist -2%, PLK1 PBD block -8%, GLP1R inv ag 8%, PI5P4Ka inh -6, D3 antag 14, WRN inhibitor -8%, DRD3 agonist 1, HEK293 tox 2% and IL2 activator 0.3.
COc1ccc(CCN(C)C(=O)c2c(C)nn(-c3ccccc3)c2C)cc1OC was read as GLP-1R agonist -1%, PLK1 PBD block -7%, GLP1R inv ag 43%[activator], PI5P4Ka inh -4, D3 antag 2, WRN inhibitor -7%, DRD3 agonist 2, HEK293 tox -5% and IL2 activator 0.1.
`CCC(O)CC(C(=O)NNc1ccccc1)C(=O)NNc1ccccc1` (stereo unspecified) gave GLP-1R agonist 0%, PLK1 PBD block -13%, GLP1R inv ag inconclusive, PI5P4Ka inh 8, D3 antag -7, WRN inhibitor -1%, DRD3 agonist 2, HEK293 tox -20% and IL2 activator 0.7.

Part of the list above in order of molar mass, smallest number first.
Screening CCOC(=O)c1ccccc1NC(=O)C(C)Oc1ccccc1 (stereo unspecified) returned GLP-1R agonist 16%, PLK1 PBD block -6%, GLP1R inv ag inconclusive, PI5P4Ka inh 8, D3 antag 12, WRN inhibitor 1%, DRD3 agonist 0, HEK293 tox 3% and IL2 activator -1.7.
O=C(N/N=C/c1ccc(Cl)cc1Cl)c1ccc2nc[nH]c2c1 was read as GLP-1R agonist -2%, PLK1 PBD block -14%, GLP1R inv ag 1%, PI5P4Ka inh -11, D3 antag -19, WRN inhibitor -7%, DRD3 agonist 2, HEK293 tox -7% and IL2 activator 0.2.
For CN(c1ccccc1)S(=O)(=O)c1ccc(NC(=O)CC(=O)c2ccccc2)cc1 the results were GLP-1R agonist -1%, PLK1 PBD block -1%, GLP1R inv ag inconclusive, PI5P4Ka inh -6, D3 antag -15, WRN inhibitor 0%, DRD3 agonist 1, HEK293 tox 0% and IL2 activator 1.1.

High-throughput results as filed in PubChem.
